S1P2 ag: S1P2 receptor agonists, primary screen, cell-based; Sphingosine 1-phosphate receptor 2 (Homo sapiens), O95136; S1P2-expressing cell line, agonist reporter read-out; activation, % at 4.5 µM; actives 0.46% (n = 97,000); AID 729, 2007; in the data active = activation above about 16%;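 note: 0% = vehicle low control and 100% = maximal reference agonist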
Target sequence (O95136 whole entry, looked up): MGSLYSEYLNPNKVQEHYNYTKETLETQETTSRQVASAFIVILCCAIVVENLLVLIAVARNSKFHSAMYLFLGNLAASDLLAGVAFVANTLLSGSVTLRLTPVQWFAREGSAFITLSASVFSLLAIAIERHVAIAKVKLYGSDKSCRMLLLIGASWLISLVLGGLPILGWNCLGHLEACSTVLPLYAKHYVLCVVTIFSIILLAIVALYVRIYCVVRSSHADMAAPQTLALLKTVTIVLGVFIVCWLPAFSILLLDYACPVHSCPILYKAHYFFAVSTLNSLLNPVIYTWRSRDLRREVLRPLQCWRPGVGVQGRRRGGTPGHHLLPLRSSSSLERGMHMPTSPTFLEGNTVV
PostGolgi yeast: phenotypic screen on post-Golgi transport, primary screen; post-Golgi transport phenotypic cell assay; actives 0.9% (n = 98,000); inhibition, % at 10 µM;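 note: yeast cells grown in 1536-well plates; yeast grown about 18 h at 30C before absorbance read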
CD11b adhes inh: inhibitors of CD11b/CD18 adhesion to fibrinogen, primary screen, K562 cells, luminescence | actives 0.54% (n = 93,000) | ATPlite luminescence; Mn2+ added to activate the integrin | inhibition, % at 10 µM | Integrin beta-2 (Homo sapiens) + Integrin alpha-M (Homo sapiens), P05107+P11215 | AID 1497, 2009;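 active = primary inhibition of 50% or more at 10 µM, then 40% or more on retest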; note: some results filed as inactive read as strong as hits
Target sequence (P05107 whole entry, looked up, other chains not shown): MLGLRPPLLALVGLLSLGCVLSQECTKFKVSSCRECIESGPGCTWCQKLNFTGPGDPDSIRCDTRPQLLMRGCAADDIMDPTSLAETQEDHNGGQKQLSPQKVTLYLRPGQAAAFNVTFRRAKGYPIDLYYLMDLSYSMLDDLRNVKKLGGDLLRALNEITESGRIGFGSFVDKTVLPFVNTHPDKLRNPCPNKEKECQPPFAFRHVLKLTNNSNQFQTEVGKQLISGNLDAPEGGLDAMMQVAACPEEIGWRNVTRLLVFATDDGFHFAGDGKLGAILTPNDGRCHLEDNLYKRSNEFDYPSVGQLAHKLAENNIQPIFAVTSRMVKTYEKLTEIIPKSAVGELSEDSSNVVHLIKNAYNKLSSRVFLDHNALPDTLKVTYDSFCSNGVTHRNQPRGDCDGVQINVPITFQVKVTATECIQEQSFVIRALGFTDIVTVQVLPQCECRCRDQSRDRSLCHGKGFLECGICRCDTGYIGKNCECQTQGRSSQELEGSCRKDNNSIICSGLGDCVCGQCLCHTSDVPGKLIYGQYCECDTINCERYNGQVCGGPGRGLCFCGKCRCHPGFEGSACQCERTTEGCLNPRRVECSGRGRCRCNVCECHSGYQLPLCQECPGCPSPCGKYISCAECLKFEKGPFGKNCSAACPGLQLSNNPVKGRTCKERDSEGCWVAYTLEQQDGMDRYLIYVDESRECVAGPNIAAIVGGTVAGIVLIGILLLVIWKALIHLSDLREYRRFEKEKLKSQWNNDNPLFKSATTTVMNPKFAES
PostGolgi ctrl: growth inhibition of yeast control strain, primary screen, counter-screen for post-Golgi transport modulator project. efflux-deficient yeast background strain, growth absorbance A615, 16 h. inhibition, % at 10 µM. actives 5% (n = 98,000). AID 738, 2007
sEH inh: soluble epoxide hydrolase inhibitors, primary screen, biochemical, human sEH; Bifunctional epoxide hydrolase 2 (Homo sapiens), P34913; recombinant human sEH enzymatic activity assay; inhibition, % at 2 µM; actives 0.34% (n = 91,000); in the data active = inhibition above about 80%; note: values of inactives mirror those of a sister screen read the other way; many of its hits are not listed in these tables
sEH activator: soluble epoxide hydrolase activators, primary screen, biochemical, human sEH. purified human sEH enzymatic activity, activator screen. Bifunctional epoxide hydrolase 2 (Homo sapiens), P34913. activation, % at 2 µM. actives 0.04% (n = 91,000); in the data active = activation above about 37%; note: values of inactives mirror those of a sister screen read the other way
Ecoli WT expand: growth inhibitors of wild-type E. coli, primary screen, strain BW25113, expanded library, OD600; growth inhibition, % at 100 µM; OD600 absorbance; actives 0.15% (n = 98,000);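 active = growth inhibition above about 50% at one test dose, limit read from the data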;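 note: growth measured after 20 h incubation at 37 °C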
S1P2 blocker: human S1P2 receptor antagonists, primary screen, cell-based. inhibition, % at 5 µM. cell-based S1P2 antagonist assay, inhibition at 5 uM. AID 736, 2007. Sphingosine 1-phosphate receptor 2 (Homo sapiens), O95136. actives 0.21% (n = 97,000); in the data active = inhibition above about 45%;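 note: CRE beta-lactamase reporter cells expressing human S1P2 stimulated with S1P; 0% = agonist at EC80 alone and 100% = agonist plus reference antagonist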
PLAP activator: PLAP enzyme activators, biochemical, luminescence, HTS; Alkaline phosphatase, placental type (Homo sapiens), P05187; purified PLAP enzyme, luminescent substrate read-out; active compounds read high; activation fold at 20 µM; actives 1.2% (n = 96,000); in the data active = activation fold above about 2
Numbers without * were called inactive; . = not tested or not shown. Cut-off read from the data, not from the text of the source, unless noted: active = inhibition above about 30%; inactive = the rest.

The first two compounds, to show the layout:
SMILES	S1P2 ag	PostGolgi yeast	CD11b adhes inh	PostGolgi ctrl	sEH inh	sEH activator	Ecoli WT expand	S1P2 blocker	PLAP activator
CC(C)C(NC(=O)OCc1ccccc1)C(=O)OCC(=O)N1C(C)CCCC1C (stereo not drawn)	.	1.0	-4.3	13.4	.	.	7.0	.	1.2
S=C1NCCc2ccccc2C1c1ccccc1 (stereo not drawn)	-2.6	.	.	.	8.8	-9.1	.	-22.3	.

Main list (from the top)
SMILES	S1P2 ag	PostGolgi yeast	CD11b adhes inh	PostGolgi ctrl	sEH inh	sEH activator	Ecoli WT expand	S1P2 blocker	PLAP activator
CC(C)C(NC(=O)OCc1ccccc1)C(=O)OCC(=O)N1C(C)CCCC1C (stereo not drawn)	.	1.0	-4.3	13.4	.	.	7.0	.	1.2
S=C1NCCc2ccccc2C1c1ccccc1 (stereo not drawn)	-2.6	.	.	.	8.8	-9.1	.	-22.3	.
COc1cc2c3c(c1)/C(=C1/SC(NC(C)=O)=NC1=O)C(=O)N3C(C)(C)C=C2C	-2.8	-2.4	-22.8	8.5	7.4	-7.8	-2.0	12.4	1.7
Cc1ccc(N(O)C(=O)OCCNC(=O)Nc2ccccc2)cc1	-9.8	-1.3	-1.5	5.5	0.7	-0.1	4.0	11.8	1
CCCCN(CC)S(=O)(=O)c1ccc(C(=O)Nc2nnc(-c3cccs3)o2)cc1	-7.5	-2.6	16.1	16.2	0.0	0.7	-1.0	8.7	1.5
Cc1occc1-c1nnc(SCC(=O)N2CCCc3ccccc32)n1Cc1ccco1	-1.1	0.8	-10.0	1.5	-10.9	10.4	1.0	13.8	1.5
CCn1c(=O)cc(O)c2ccccc21	-6.5	1.5	-0.8	-2.2	4.7	-4.3	8.0	10.1	1.1
COc1ccccc1NC(=O)CSC1CC(=O)N(c2ccc3c(c2)OCO3)C1=O (stereo not drawn)	1.6	-4.3	18.0	1.6	6.4	-1.3	2.0	-17.3	1.1
O=C(Cn1cnc2ccccc2c1=O)NCc1ccc2c(c1)OCO2	-3.1	15.3	2.8	3.5	-13.9	12.6	4.0	0.0	0.7
O=C1CC(c2ccc(S(=O)(=O)NCc3ccncc3)cc2)CN1 (stereo not drawn)	0.5	-6.0	-11.4	18.5	-4.7	1.9	5.0	13.6	1
Cc1cccc(-n2c(CNC(=O)c3ccc(S(=O)(=O)N4CCCC4)cc3)n[nH]c2=S)c1	-5.5	-6.1	-9.7	2.2	27.4	-28.1	2.0	9.8	1.6
COC(=O)C1=C(C)N(c2ccc(C(=O)OC)cc2)C(=O)C1	-6.6	-4.1	-24.7	17.1	18.3	-15.6	-7.0	-0.1	1.4
C=CCOC(=O)/C(=C\c1cccc2ccccc12)NC(=O)c1ccccc1	-3.8	0.3	.	20.5	2.1	1.0	-15.0	-24.5	1
Cc1ccc(-c2csc(=S)n2CC(=O)OCC(=O)NCc2ccc(F)cc2)cc1	-3.6	-4.8	7.8	16.4	-3.9	4.8	4.0	16.5	1.6
CN1CCN(/C=C2\SC(=S)NC2=O)CC1	-3.1	-6.5	-11.9	14.4	2.9	-2.9	4.0	19.9	1.1
CCOc1ccccc1C(=O)NCC(=O)OCC(=O)NCCc1ccc(S(N)(=O)=O)cc1	.	2.4	-13.7	-6.1	.	.	10.0	.	0.9
O=C(CN(CC1CCCO1)C(=O)CCC(=O)Nc1nccs1)NCc1ccccc1 (stereo not drawn)	-1.9	.	.	.	1.0	-1.0	.	-6.3	.
CCC(C)NC(=O)COC(=O)c1cc([N+](=O)[O-])ccc1Sc1nc(C)cs1 (stereo not drawn)	-5.0	18.9	-14.1	-11.9	1.9	-0.4	-2.0	17.2	0.8
CCCCN(C)C(=O)CCCCn1c(=O)[nH]c2cc(OCC)c(OCC)cc2c1=O	-8.2	-1.9	14.9	-2.6	-17.7	14.9	-4.0	1.1	1.4
Cc1[nH]n(C(N)=S)c(=O)c1N=Nc1ccc(S(=O)(=O)N2CCCCCC2)cc1	-0.9	-2.9	32.9	29.8	5.1	-6.8	-3.0	-2.4	1.4
CCCCOc1ccc(/C(O)=C2/C(=O)C(=O)N(CCN(C)C)C2c2ccc(O)c(OC)c2)cc1 (stereo not drawn)	.	17.4	-1.8	0.5	.	.	3.0	.	1.6
CSC1=N/C(=C\c2ccccc2)C(=O)N1C	-5.9	-3.8	.	6.4	-0.7	-0.5	13.0	15.8	0.8
CCOC(=O)c1ccc(N2C(=O)c3n[nH]c(C)c3C2c2ccc(O)cc2)cc1 (stereo not drawn)	-8.1	-3.9	-4.6	8.3	4.4	-6.4	9.0	11.6	1.8
COc1cccc(C(=O)NCc2cn3ccsc3n2)c1	-3.0	3.5	-10.4	-4.8	1.5	-2.2	9.0	-13.8	1.1
CS(=O)(=O)c1cccc(C(=O)NCc2ccc(F)cc2)c1	-5.1	8.7	-13.8	4.5	7.7	-8.8	6.0	-12.4	0.8
Cn1c(SCC(=O)c2ccc(F)cc2)nc2cccnc21	-5.3	-18.4	-3.2	-3.3	-0.9	1.3	2.0	19.6	0.9
CC12CC(NC(=O)N1c1cccc(C(=O)N3CCN(c4ccccn4)CC3)c1)c1ccccc1O2 (stereo not drawn)	-8.4	-1.2	-0.5	0.6	6.2	-4.9	3.0	-6.2	1.5
CC(C)(C)C1CCC2(CC1)SCC(=O)N2c1ccccc1 (stereo not drawn)	-9.6	-0.2	9.4	3.4	-1.3	1.0	-4.0	28.2	1.2
COc1ccc(S(=O)(=O)Cc2ccc(C(=O)NCc3cccnc3)o2)cc1	-1.4	-3.5	-4.7	-4.2	-6.9	9.3	-4.0	-5.8	1.1
CCOC(=O)N1CCN(C(=O)C2CCCN(S(=O)(=O)c3ccc(C)cc3)C2)CC1 (stereo not drawn)	-1.5	2.5	19.6	4.5	-11.5	10.5	-2.0	3.9	1.4
COc1ccccc1Nc1nc(N)nc(CN2CCN(c3ccccc3F)CC2)n1	-7.3	-4.6	.	1.2	-4.1	7.8	14.0	-0.7	1.5
Cn1c(=O)c2[nH]c(Nc3ccccc3)nc2n(C)c1=O	-6.1	-6.1	.	5.8	-12.6	6.7	11.0	16.6	.
Cc1cc(C(=O)NCc2cccs2)n(-c2ccccc2)n1	-3.9	-2.7	-21.4	8.6	-19.8	18.3	0.0	11.4	1
CC(Nc1cc(N2CCN(C(=O)C(C)(C)C)CC2)ccc1[N+](=O)[O-])c1ccccc1 (stereo not drawn)	-9.6	-0.3	5.7	26.8	18.3	-14.8	-15.0	-25.7	1.1
O=c1nc(-c2ccccc2)cc(C(F)(F)F)[nH]1	-1.4	13.1	.	22.6	-14.3	13.9	-4.0	-10.2	1
COc1ccccc1-c1nnc(SCC(=O)Nc2nc(-c3ccccc3)cs2)n1C	-6.1	-13.9	40.6	11.0	-2.1	0.7	5.0	22.0	1.8
CC1CN(c2nc(-c3ccc(Br)cc3)nnc2-c2ccccc2)CC(C)N1 (stereo not drawn)	-9.3	-2.9	.	1.2	-14.2	12.8	14.0	42.9	1.3
Cc1ccccc1OCC(=O)N(Cc1ccc(N(C)C)cc1)C1CCS(=O)(=O)C1 (stereo not drawn)	0.7	10.1	-4.3	9.8	10.1	-10.4	-3.0	15.3	1.5
CCOc1ccccc1N(C(=O)c1snc(C(N)=O)c1N)C(C(=O)NC1CCCC1)c1ccco1 (stereo not drawn)	-4.4	3.3	11.7	5.7	-4.1	2.8	-2.0	-7.0	1.4
Cc1c(C)c2ccc(OCC(=O)N(C)C)c(C)c2oc1=O	-3.8	2.8	-5.8	-1.5	-12.0	12.2	0.0	-16.1	0.7
COc1ccc(OC(C)C(=O)NC2CC(C)(C)NC(C)(C)C2)cc1 (stereo not drawn)	-7.6	3.0	-15.2	1.1	-5.3	5.4	6.0	-1.5	1
COc1cccc(/C=N/NC(=O)c2ccc(-c3ccccc3)cc2)c1O	-1.1	9.2	-30.1	-3.7	-2.2	2.0	-17.0	-0.2	2.1*
CCN1CCN(C(=O)CCCCCn2c(=O)[nH]c3cc(C(=O)OC)ccc3c2=O)CC1	-3.7	-10.1	-22.1	-1.0	8.4	-8.0	2.0	12.6	1.3
Cc1cccc2c1N(CC(=O)OC(C)C)C(=O)C2=O	-4.5	6.5	-0.3	3.7	-8.2	8.2	4.0	18.9	1
C/C(=N\OC(=O)c1ccc(Cl)c(Cl)c1)c1sc(C)nc1C	-7.5	14.1	-2.0	25.0	5.4	-7.3	-6.0	-9.9	1.1
CCc1nc(NCC2CCCO2)c2oc3ccccc3c2n1 (stereo not drawn)	-7.2	-4.7	0.7	-0.6	8.1	-10.6	10.0	-5.4	1.6
c1csc(-c2nc3c4ccccc4c4ccccc4c3[nH]2)c1	-3.3	.	.	.	7.7	-10.8	.	-5.3	.
CCOC(=O)CSc1nncc2ccc(OC)c(OC)c12	-3.9	-3.2	-9.8	2.3	.	.	5.0	14.8	0.9
N#Cc1ccc(C(c2nnnn2C2CCCC2)N2CCC(Cc3ccccc3)CC2)cc1 (stereo not drawn)	-2.3	7.9	9.8	4.8	0.2	3.3	-5.0	-10.2	1
CCCCNC(=O)CCCCCNS(=O)(=O)c1ccc(OC)cc1	-5.3	-3.4	-21.4	-4.0	.	.	3.0	1.6	1
CCOC(=O)c1cc2c(=O)n3ccccc3nc2n(CC(C)C)c1=NC(=O)c1ccco1	14.1	-7.8	-27.2	19.0	-25.5	26.1	-12.0	-57.8	1.4
O=S(=O)(c1ccccc1)N(CC(O)Cn1c2ccccc2c2ccccc21)c1ccccc1 (stereo not drawn)	-12.4	18.7	-0.3	22.0	2.0	1.1	-6.0	-12.8	1.2
Cc1cn(C2CC3OCC3O2)c(=O)[nH]c1=O (stereo not drawn)	-1.9	-5.8	-19.9	24.4	10.7	-8.3	1.0	0.9	0.9
CCN(CC)C(=O)CSc1nc2ccccc2c(=O)n1CC	-3.2	-6.8	-30.9	-5.6	-8.9	6.8	3.0	-1.4	0.9
COC(=O)C1(Cc2ccccc2)NC(c2ccc(F)cc2)C2C(=O)N(C)C(=O)C21 (stereo not drawn)	-0.5	.	.	.	4.2	0.7	.	-19.3	.
COc1ccccc1OCC(=O)Nc1nc(-c2ccc(S(=O)(=O)N3CCOCC3)cc2)cs1	-7.3	.	.	.	7.3	-5.9	.	10.0	.
Cc1c(-c2ccccc2)nc(N)c(C#N)c1-c1ccco1	-7.2	-3.6	-6.8	3.7	-7.5	7.0	-15.0	5.9	1.1
COc1ccccc1OC(=O)c1ccc(S(=O)(=O)N(C)C)cc1	-5.9	-0.9	-8.9	-1.5	4.7	-6.0	1.0	-9.9	0.9
CCOc1ccc(NS(=O)(=O)c2cc(OC)ccc2OC)cc1	-1.7	-7.5	-1.8	11.8	8.3	-6.5	-4.0	6.2	0.8
COC(=O)c1ccc(COC(=O)c2ccccn2)cc1	-8.5	-1.1	10.4	-8.6	-0.1	2.2	-1.0	15.4	1.1

3 compounds already listed, ordered by their value in S1P2 ag, high to low.
Molecule,S1P2 ag
c1csc(-c2nc3c4ccccc4c4ccccc4c3[nH]2)c1,-3.3
CCCCNC(=O)CCCCCNS(=O)(=O)c1ccc(OC)cc1,-5.3
O=S(=O)(c1ccccc1)N(CC(O)Cn1c2ccccc2c2ccccc21)c1ccccc1 (stereo not drawn),-12.4

2 of the compounds above, field by field:
SMILES: CCCCN(CC)S(=O)(=O)c1ccc(C(=O)Nc2nnc(-c3cccs3)o2)cc1
  S1P2 ag: -7.5 | PostGolgi yeast: -2.6 | CD11b adhes inh: 16.1 | PostGolgi ctrl: 16.2 | sEH inh: 0.0 | sEH activator: 0.7 | Ecoli WT expand: -1.0 | S1P2 blocker: 8.7 | PLAP activator: 1.5
SMILES: Cc1occc1-c1nnc(SCC(=O)N2CCCc3ccccc32)n1Cc1ccco1
  S1P2 ag: -1.1 | PostGolgi yeast: 0.8 | CD11b adhes inh: -10.0 | PostGolgi ctrl: 1.5 | sEH inh: -10.9 | sEH activator: 10.4 | Ecoli WT expand: 1.0 | S1P2 blocker: 13.8 | PLAP activator: 1.5

Screens: PubChem BioAssay, several laboratories
